# Compound activity: PubChem BioAssay, The Scripps Research Institute Molecular Screening Center
# PAFAH1B2 FP inh: blocks human PAF acetylhydrolase 1b catalytic subunit 2; P68402; recombinant PAFAH1B2, FP-rhodamine activity probe, fluorescence polarization; inhibition, % at 3.39 µM; hit rate 1.2% among 340,000; AID 492953;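 active means inhibition above the mean of all tested compounds plus 3 SD, cut at about 24% in these data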;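 further: 0% = enzyme with DMSO and 100% = wells lacking PAFAH1B2; many of its hits are not listed in these tables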
# Target sequence (P68402 whole entry, looked up): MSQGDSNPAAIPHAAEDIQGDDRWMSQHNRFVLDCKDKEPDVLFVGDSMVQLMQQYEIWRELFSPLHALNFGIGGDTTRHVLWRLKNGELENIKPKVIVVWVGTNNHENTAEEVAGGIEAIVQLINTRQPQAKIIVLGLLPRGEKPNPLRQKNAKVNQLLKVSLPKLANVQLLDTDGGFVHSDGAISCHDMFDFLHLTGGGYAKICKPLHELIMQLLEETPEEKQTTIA
# PME-1 inh: PME-1 (human) inhibition. recombinant PME-1, FP-Rh probe fluorescence polarization. Q9Y570. inhibition, % at 5.9 µM. hit rate 0.53% among 320,000;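 active means inhibition above the campaign mean of all compounds plus 3 SD, cut at about 26% in these data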;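 further: competitive labeling of PME-1 active site by serine hydrolase directed probe; 0% = PME-1 with DMSO and 100% = wells lacking PME-1 enzyme; inhibitors block probe labeling so polarization falls and inhibition rises; many of its hits are not listed in these tables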
# PAFAH1B3 inh: PAFAH1B3 (human) inhibition; Q15102; recombinant PAFAH1B3, FP-rhodamine probe, fluorescence polarization; inhibition, % at 3.39 µM; hit rate 0.28% among 340,000; AID 492972;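 active means inhibition above the screen-wide average of all tested compounds plus 3 SD, cut at about 25% in these data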;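 further: 0% = enzyme with DMSO only and 100% = wells lacking PAFAH1B3 protein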
# GSTO1 counter: GSTO1 inhibition, counter-screen for RBBP9 inhibitors; recombinant GSTO1, activity-based probe fluorescence polarization; inhibition, % at 5.96 µM; hit rate 1.1% among 300,000;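 active means inhibition above the campaign mean inhibition plus 3 SD, cut at about 35% in these data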;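 further: 0% = GSTO1-1 with DMSO and 100% = wells lacking GSTO1-1 enzyme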
# Target sequence (P78417 whole entry, looked up): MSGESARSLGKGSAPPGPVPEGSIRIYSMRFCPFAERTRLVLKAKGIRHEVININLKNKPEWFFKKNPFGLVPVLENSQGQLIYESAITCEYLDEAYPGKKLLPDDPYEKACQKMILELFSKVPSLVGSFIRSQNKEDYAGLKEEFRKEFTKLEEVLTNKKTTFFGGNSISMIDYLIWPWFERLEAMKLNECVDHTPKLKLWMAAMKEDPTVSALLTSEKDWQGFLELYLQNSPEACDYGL
# LYPLA1 inh: blocks human lysophospholipase 1, a PME1 counter-screen. O75608. inhibition, % at 5.9 µM. hit rate 0.16% among 320,000. recombinant LYPLA1, FP-Rh probe fluorescence polarization;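 active means inhibition above the mean of all tested compounds plus 3 SD, set per campaign, cut at about 14% in these data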;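 further: inhibitors block serine hydrolase probe labeling of LYPLA1 so polarization falls; 0% = enzyme with DMSO and 100% = wells lacking LYPLA1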
# Target sequence (O75608 whole entry, looked up): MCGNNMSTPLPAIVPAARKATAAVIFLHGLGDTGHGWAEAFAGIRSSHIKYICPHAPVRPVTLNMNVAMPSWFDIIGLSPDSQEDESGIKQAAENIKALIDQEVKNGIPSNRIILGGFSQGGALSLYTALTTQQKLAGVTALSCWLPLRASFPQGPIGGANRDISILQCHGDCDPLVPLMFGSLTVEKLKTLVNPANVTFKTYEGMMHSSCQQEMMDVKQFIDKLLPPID
# PAFAH2 inh: inhibitors of human PAFAH2; hit rate 0.99% among 340,000; Q99487; recombinant PAFAH2, FP-rhodamine activity probe, fluorescence polarization; inhibition, % at 3.39 µM; AID 492956;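 active means inhibition above the mean over all tested compounds plus 3 SD, cut at about 30% in these data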;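 further: inhibitors block probe labeling of enzyme so polarization drops; 0% = enzyme with DMSO and 100% = wells lacking PAFAH2 protein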
# PAD4 FP inh: inhibitors of human PAD4. Q9UM07. recombinant PAD4, RCA probe fluorescence polarization. inhibition, % at 6.36 µM. hit rate 0.41% among 330,000. AID 485272;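 active means percent inhibition above a cutoff equal to the mean of all tested compounds plus 3 SD, cut at about 15% in these data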;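 further: 0% = PAD4 with RCA probe and DMSO and 100% = probe without PAD4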
# LYPLA2 inh: LYPLA2 (human) inhibition in PME1 counter-screen | hit rate 0.38% among 320,000 | O95372 | recombinant LYPLA2, FP-Rh probe fluorescence polarization | AID 2177 | inhibition, % at 5.9 µM;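 active means inhibition above the screen-wide mean plus 3 SD, limit set per campaign, cut at about 26% in these data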;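 further: 0% = LYPLA2 with DMSO and 100% = wells lacking LYPLA2 enzyme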
# Target sequence (O95372 whole entry, looked up): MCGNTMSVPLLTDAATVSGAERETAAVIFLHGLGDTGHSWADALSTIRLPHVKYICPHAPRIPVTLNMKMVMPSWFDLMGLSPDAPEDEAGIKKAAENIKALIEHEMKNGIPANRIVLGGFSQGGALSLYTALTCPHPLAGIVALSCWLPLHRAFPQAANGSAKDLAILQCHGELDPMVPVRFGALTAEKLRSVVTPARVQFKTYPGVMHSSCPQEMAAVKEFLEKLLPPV
# pPAFAH inh: inhibitors of human plasma PAF acetylhydrolase (pPAFAH); hit rate 1.5% among 330,000; inhibition, % at 3.39 µM; recombinant pPAFAH, FP-rhodamine probe fluorescence polarization; Q13093; AID 463082;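 active means inhibition above the mean inhibition across the screen plus 3 SD, cut at about 25% in these data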;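 further: inhibitors block binding of the rhodamine activity-based probe so polarization drops; 0% = enzyme with DMSO and 100% = wells lacking pPAFAH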
# * hit, by the source's call; nt = no result given. This is a subset; the hit share may differ from the screen's.
SMILES,PAFAH1B2 FP inh,PME-1 inh,PAFAH1B3 inh,GSTO1 counter,LYPLA1 inh,PAFAH2 inh,PAD4 FP inh,LYPLA2 inh,pPAFAH inh
CCN(CC)S(=O)(=O)c1cccc(C(=O)Nc2cc(C)on2)c1,2.3,-1.5,-0.9,-3.0,-0.9,3.0,1.2,-3.3,-1.5
Cc1c(NC(=O)CCC(=O)N2CCOCC2)c(=O)n(-c2ccccc2)n1C,-3.0,2.9,3.6,-1.5,4.1,0.9,3.1,-1.6,0.7
Cc1ccc(NC(=O)C(OC(=O)c2cnc(C)cn2)c2ccccc2)c([N+](=O)[O-])c1 (stereo not given),2.1,-2.3,-2.0,3.2,-1.6,-2.2,1.1,5.5,0.7
COc1ccc(NC(=O)C(c2ccc(C)cc2)N(C)C(=O)CC2NC(=O)NC2=O)cc1 (stereo not given),-2.3,1.9,2.7,7.0,-3.7,-1.2,-2.7,2.6,3.2
O=C1NC(NS(=O)(=O)c2ccccc2)(C(F)(F)F)C(=O)N1c1ccc(F)cc1 (stereo not given),2.4,-2.0,-4.7,2.9,1.3,-1.8,-5.0,1.4,1.7
Cc1ccc(N=Nc2ccc(O)c3ncccc23)cc1,4.5,7.8,1.4,-25.6,-1.1,-11.8,-4.1,7.3,34.6*
CCc1ccc(NC(=O)/C(C#N)=C/c2ccncc2)cc1,-3.0,3.6,8.5,4.9,1.1,3.5,4.5,0.3,5.7
Cn1c2c(c(=O)n(C)c1=O)C(NC(=O)C(C)(C)C)(C(F)(F)F)C(=O)N2 (stereo not given),7.3,-6.2,0.0,2.9,5.4,-1.3,2.1,14.6,-0.6
O=Cc1sc(=O)n(Cc2cccc(C(=O)O)c2)c1Cl,5.3,0.4,6.7,-2.7,-3.3,0.8,-4.7,1.5,1.6
Cn1c(OCc2ccco2)nc2c1c(=O)n(Cc1ccc(Cl)c(Cl)c1)c(=O)n2C,0.8,0.8,1.4,-2.4,8.4,1.7,-1.6,10.4,3.8
Cn1ncc2c1ncn1nc(COc3ccc4ccccc4c3)nc21,5.2,-2.4,3.7,10.7,1.9,2.4,-2.0,-0.3,0.2
O=[N+]([O-])c1cc(-c2nnc(-c3ccccc3)o2)ccc1Oc1ccc(Cl)cc1,-1.3,-2.1,6.2,1.2,-2.6,-5.0,-4.8,-4.0,1.1
O=C(NCc1ccc(F)cc1)c1ccc2c(=O)n3c(nc2c1)CCCCC3,12.6,1.0,10.9,0.5,0.7,-6.0,-4.7,-5.7,7.6
Cc1ccc(-n2ncc(C(=O)NCC3CCN(C4CCCC4)C3)c2C2CCN(C(=O)OC(C)(C)C)CC2)cc1C (stereo not given),0.1,-0.2,3.9,-3.2,2.1,1.9,0.1,7.4,8.9
Cc1c(Cl)ccc2sc(NC(=O)CN3C(=O)c4ccccc4C3=O)nc12,2.6,-2.7,-3.2,3.0,0.8,-0.8,-1.1,1.9,4.7
CCOCCCNC(=O)C1CCCCN1S(=O)(=O)c1ccc(F)cc1 (stereo not given),-0.1,-8.3,5.2,3.3,-2.8,-4.5,-0.6,1.2,-3.5
COc1ccc(CNS(=O)(=O)c2c(C)[nH]c(C)c2C(=O)N2CCCC2)cc1,1.6,1.6,7.0,10.2,-3.4,7.8,-3.5,4.3,2.5
CC1(C)N=C(/C=N/O)CN1O,1.4,1.2,16.3,-4.5,3.7,2.8,-0.3,0.0,2.0
CCOc1ccc(-c2nnc(SCc3nc4ccccc4[nH]3)n2N)cc1,0.5,5.8,2.2,5.0,-2.4,-7.7,0.7,-2.4,-0.1
CC(=O)Nc1ccc(C(=O)OCC(=O)N2CCN(C(=O)c3ccco3)CC2)cc1,1.2,1.5,-1.0,nt,3.9,7.9,2.5,4.1,1.6
Cc1ccc(S(=O)(=O)NCCC(=O)N2CCCCCCC2)cc1,6.0,-1.3,8.4,-1.0,1.1,1.3,2.6,7.0,3.5
Cc1ccc(C(=O)NCCc2nnc3ccc(SCC(=O)Nc4ccc(C)cc4C)nn23)cc1,2.3,-3.2,0.8,-5.2,-2.8,3.8,2.0,-1.6,3.6
O=C(CSc1ccccc1)OCC(=O)N1CCN(C(=O)c2ccco2)CC1,11.7,4.0,-1.0,nt,1.1,21.5,-2.1,1.6,25.5*
CCc1nc(SCC(=O)Nc2nccs2)c2oc3ccccc3c2n1,-4.5,-6.0,0.8,-5.2,0.1,5.2,-4.4,-10.7,-5.0
Cc1cccc(C=Nc2ccc3c4c(cccc24)CC3)c1O,2.4,-1.9,3.6,-11.7,-0.5,8.7,-13.4,10.3,17.4
SMILES,PAFAH1B2 FP inh,PME-1 inh,PAFAH1B3 inh,GSTO1 counter,LYPLA1 inh,PAFAH2 inh,PAD4 FP inh,LYPLA2 inh,pPAFAH inh
NC(=O)c1ccsc1NC(=O)COC(=O)c1cccnc1Cl,3.8,nt,7.1,nt,nt,5.3,2.4,nt,1.3
CCC(C)Oc1ccc(/C=C/c2[nH]c(=O)[nH]c(=O)c2[N+](=O)[O-])cc1OC (stereo not given),1.1,-6.5,1.6,1.6,3.6,4.5,1.4,-2.5,9.1
Cc1ccc(C)c(N2CCN(C(=O)Cn3c(=O)[nH]c4ccsc4c3=O)CC2)c1,4.4,4.0,-0.5,-1.9,-4.0,-6.2,4.2,-5.3,-0.4
COc1ccc(CCNC(=O)c2ccc(Cl)c(S(=O)(=O)N3CCCCCC3)c2)cc1,0.8,-1.7,14.8,nt,-7.4,-2.9,4.8,-8.7,-1.2
Cc1cc(NC(=O)CSc2ccccn2)no1,-0.7,-5.3,12.1,9.2,-2.1,1.3,-5.7,3.9,2.1
C#CCN1C=C(C(=O)OCC)C(C)NS1(=O)=O (stereo not given),2.4,nt,5.7,nt,nt,-2.7,-4.2,nt,0.7
CCOC(=O)C1=C(C)c2ccccc2N(C(=O)OC)C1(C)C(=O)OCC (stereo not given),1.9,nt,6.3,nt,nt,0.5,3.0,nt,-0.9
C=C(C(=O)c1ccccc1)C(C)CC(=O)c1ccccc1 (stereo not given),3.8,-0.7,-4.1,-17.3,4.1,6.0,-0.8,5.4,3.5
COc1ccc(NC(=O)c2[nH]c(C)c(C(C)=O)c2C)cc1S(=O)(=O)N1CCOCC1,-2.7,-6.8,1.8,-5.7,-7.3,-5.3,-6.3,3.3,5.1
CCC(=O)N(Cc1ccc(S(N)(=O)=O)cc1)C1CC(=O)N(c2ccc(OC)cc2)C1=O (stereo not given),-0.6,0.2,3.6,3.4,0.5,8.4,-2.1,0.8,1.1
O=C(N/N=C1/SCC(=O)N1Cc1ccco1)c1ccccc1F,4.5,-1.6,5.9,1.4,-0.9,-7.3,-1.0,0.7,1.9
COc1cccc2sc(N3CCN(C(=O)c4ccc([N+](=O)[O-])o4)CC3)nc12,2.6,-6.3,6.3,21.6,0.6,-2.6,1.6,-1.5,3.3
COc1ccc(-c2nc3n(n2)C(c2ccccc2Cl)C(C(N)=O)=C(C)N3)cc1 (stereo not given),3.5,-0.6,-2.9,25.1,-0.4,-1.4,2.1,-1.8,-7.4
CCN(CC)S(=O)(=O)c1cccc(NC(=O)CCNC(=O)NC23CC4CC(CC(C4)C2)C3)c1,4.9,-7.9,0.0,-2.2,-6.2,3.1,1.7,-8.5,6.9
COc1ccc(NC(=S)N(CCCN2CCOCC2)Cc2cn(C)c3ccccc23)cc1OC,0.6,-4.0,3.0,3.7,0.7,-0.8,-4.8,0.6,2.0
O=C1c2cccc3cccc(c23)C(=O)N1c1ccc2ncccc2c1,2.0,-4.5,4.1,2.4,2.8,5.7,-7.3,20.6,10.3
C=CCC(C(=O)NC(C)c1ccccc1)C(=O)NC(C)c1ccccc1 (stereo not given),11.9,-4.3,7.2,-9.5,-2.3,2.2,-1.3,2.7,-3.8
O=S(=O)(c1ccccc1)c1cnc(-c2cccnc2)nc1-c1ccccc1,4.5,0.9,-3.4,-5.0,0.8,-2.0,-1.5,-0.5,4.1
CCOC(=O)C1(CCc2ccccc2)CCN(Cc2ccc(OC)cc2)CC1,1.4,-7.6,11.5,-14.4,-4.6,5.9,8.5,-2.8,-7.2
Cc1nn(C)cc1CN1CCCC(C(=O)c2ccc(-c3ccccc3)cc2)C1 (stereo not given),-0.9,-0.9,-3.4,-1.6,-0.1,-0.2,1.7,-2.3,-0.9
Cc1ccccc1S(=O)(=O)Cc1ccc(C(=O)NCCCN2CCC(C)CC2)o1,-3.6,-12.7,10.3,-7.2,-2.8,-3.9,-3.5,2.8,4.3
O=C(Nc1c2c(nn1-c1cccc(Cl)c1)CS(=O)(=O)C2)c1ccc2c(c1)OCO2,2.8,-4.5,1.0,0.0,-3.6,1.7,-7.0,0.1,1.7
CC(C)[C@H]1COC(NC2=N[C@@H](C(C)C)CO2)=N1,4.1,0.5,13.2,5.2,-0.9,-5.7,-0.6,0.8,4.7
CC(=O)Nc1cccc(C)c1,7.0,-2.0,6.8,nt,-1.8,1.1,0.5,-1.3,2.6
O=C(NN=C1CCCC1)c1n[nH]c2c1CCCC2,4.2,-5.5,8.9,3.1,-2.8,5.9,-9.1,1.6,-3.7
CCN(CC)C(=O)c1[nH]cnc1C(=O)N[C@@H](CC(C)C)C(=O)OC(C)(C)C,5.7,0.2,4.0,5.3,-2.8,8.2,-2.2,-2.1,0.5
COc1ccc(N(CC(=O)Nc2cc(C)ccc2C)S(=O)(=O)c2c(C)nn(C)c2C)cc1,3.8,5.8,9.1,2.8,0.1,-3.6,-6.1,2.3,1.7
CSc1ncnc2c1cnn2-c1ccc(C)cc1C,1.9,-7.4,15.0,5.1,-1.6,1.3,3.8,1.1,3.1

# Gathered by group, the entries above containing fluorine (five)
SMILES,PAFAH1B2 FP inh,PME-1 inh,PAFAH1B3 inh,GSTO1 counter,LYPLA1 inh,PAFAH2 inh,PAD4 FP inh,LYPLA2 inh,pPAFAH inh
O=C1NC(NS(=O)(=O)c2ccccc2)(C(F)(F)F)C(=O)N1c1ccc(F)cc1 (stereo not given),2.4,-2.0,-4.7,2.9,1.3,-1.8,-5.0,1.4,1.7
Cn1c2c(c(=O)n(C)c1=O)C(NC(=O)C(C)(C)C)(C(F)(F)F)C(=O)N2 (stereo not given),7.3,-6.2,0.0,2.9,5.4,-1.3,2.1,14.6,-0.6
O=C(NCc1ccc(F)cc1)c1ccc2c(=O)n3c(nc2c1)CCCCC3,12.6,1.0,10.9,0.5,0.7,-6.0,-4.7,-5.7,7.6
CCOCCCNC(=O)C1CCCCN1S(=O)(=O)c1ccc(F)cc1 (stereo not given),-0.1,-8.3,5.2,3.3,-2.8,-4.5,-0.6,1.2,-3.5
O=C(N/N=C1/SCC(=O)N1Cc1ccco1)c1ccccc1F,4.5,-1.6,5.9,1.4,-0.9,-7.3,-1.0,0.7,1.9
